# Glioma ERSR ind = induces the endoplasmic reticulum stress response in human glioma cells; U87-MG GRP78 promoter luciferase reporter, 16 h; Potency, µM, inactives show top-dose activation, most hits filed as activators; 420,000 compounds, 0.02% hits; AID 602332; note: potency is the fitted concentration of half-maximal effect; series mostly up to about 76 µM; % of control where 0% means no effect; nearly all actives have a fitted effect of over 35% in size
#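 Stably transfected U87-MG glioma cells carrying a GRP78-based luciferase sensor; 16 h compound incubation. Luminescence end-point read 10 min after Bright-Glo addition at room temperature.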
# USP1-UAF1 inh = USP1/UAF1 (human) deubiquitinase inhibition; O94782; recombinant USP1/UAF1, Ub-Rhodamine cleavage fluorescence; Potency, µM (series often up to 57.1 µM), for the others: top-dose activity change, negative = inhibition, usual class: inhibitors; 390,000 compounds, 0.23% hits; note: potency is the fitted concentration of half-maximal effect; % is set by controls: 0 for no effect and ±100 for the full control effect; nearly all actives have a fitted effect of over 60% in size; inactives centre near -12
#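 USP1/UAF1 complex (1 nM) preincubated 15 min at room temperature with compound, then Ub-Rho substrate (150 nM final) added. Kinetic fluorescence at 480/540 nm over 6 reads at 60 s intervals; 50 mM HEPES pH 7.8, 0.5 mM EDTA, 0.1 mg/ml BSA, 1 mM TCEP, 0.01% Tween-20.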
# rTrxR1 inhibitor = inhibitors of rat thioredoxin reductase 1. recombinant rTrxR1, NADPH fluorescence consumption, selenite substrate. Potency, µM (titrated, usually from 114 µM), for inactives: top-dose activity change, negative = inhibition, hits mostly inhibitors. 390,000 compounds, 1% hits; note: potency is the fitted concentration of half-maximal effect; % is set by controls: 0 for no effect and ±100 for the full control effect; nearly all actives have a fitted effect of over 65% in size
# Target sequence (O89049 whole entry, looked up): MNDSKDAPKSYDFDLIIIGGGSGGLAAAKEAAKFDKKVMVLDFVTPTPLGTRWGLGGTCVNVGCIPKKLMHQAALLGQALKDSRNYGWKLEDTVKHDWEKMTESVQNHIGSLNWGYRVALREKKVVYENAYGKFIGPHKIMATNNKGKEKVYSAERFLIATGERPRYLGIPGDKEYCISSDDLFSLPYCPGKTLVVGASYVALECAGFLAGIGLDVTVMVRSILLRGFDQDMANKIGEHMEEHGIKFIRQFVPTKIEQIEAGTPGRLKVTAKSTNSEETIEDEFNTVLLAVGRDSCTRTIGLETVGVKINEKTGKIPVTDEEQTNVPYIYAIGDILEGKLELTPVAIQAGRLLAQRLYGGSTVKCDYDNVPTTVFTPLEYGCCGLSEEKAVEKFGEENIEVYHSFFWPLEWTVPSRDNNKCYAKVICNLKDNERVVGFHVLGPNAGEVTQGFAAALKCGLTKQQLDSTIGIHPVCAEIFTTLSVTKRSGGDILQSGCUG
#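 Rat TrxR1 (90 nM in the dispensed reagent) was pre-reduced with 400 uM NADPH for 5 min at room temperature, then incubated with compound for 15 min. After 400 uM selenite was added, NADPH fluorescence (Ex 340/Em 450 nm) was followed for 8 min.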
# Vif-APOBEC3F blk = blocks the Vif interaction with APOBEC3F | HeLa A3F-eYFP + Vif (tagged APOBEC3F with the HIV-1 protein that degrades it), YFP fluorescence increase | Potency, µM (top dose mostly 46.1 µM), for inactives: top-dose activity, negative = active | 390,000 compounds, 0.2% hits | AID 602313; note: potency is the fitted concentration of half-maximal effect; % of control where 0% means no effect; nearly all actives have a fitted effect of over 65% in size
#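 HeLa cells stably expressing A3F-eYFP plus Vif, plated and incubated overnight at 37 deg C, then exposed to compounds overnight at 37 deg C. Blocked degradation read as raised yellow fluorescence (Ex 488/Em 500-530).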
# LDHA block = LDHA (human) enzyme inhibition; activity change, % (values are at about 110 or 230 µM); 480,000 compounds, 0.15% hits; purified LDHA, NADH/diaphorase-resazurin fluorescence; hits give low values; in the data active = activity change below about -30%; inconclusive = mostly about -25% to -30%;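 note: plate controls were DMSO wells for no effect and wells without enzyme for full effect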
#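 Enzyme activity of human lactate dehydrogenase 5 (2 nM; 0.06 mM NADH, 0.2 mM pyruvate, 5 min, RT) is measured via a resazurin/diaphorase fluorescence readout of residual NADH.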
# RGS4 inh = inhibitors of human regulator of G protein signaling 4. 390,000 compounds, 0.039% hits. Transcreener GDP fluorescence polarization, RGS4-accelerated GTP hydrolysis. Potency, µM (series often up to 114 µM), without a hit: top-dose activity change, negative = inhibition, most hits filed as inhibitors. P49798; note: potency is the fitted concentration of half-maximal effect; % is set by controls: 0 for no effect and ±100 for the full control effect; nearly all actives have a fitted effect of over 75% in size; some results filed as inactive show a strong effect at the top dose
# Target sequence (P49798 whole entry, looked up): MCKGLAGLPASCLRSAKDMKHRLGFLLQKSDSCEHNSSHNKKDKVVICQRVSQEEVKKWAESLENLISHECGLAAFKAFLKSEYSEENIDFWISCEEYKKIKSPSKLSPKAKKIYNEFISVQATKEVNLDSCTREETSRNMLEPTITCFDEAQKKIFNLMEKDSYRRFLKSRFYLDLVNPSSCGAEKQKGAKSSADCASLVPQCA
#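 MLSMR compounds (23 nl, pin-transferred) preincubated 10 min at room temperature with a 500nM (2x) first reagent, then RGS4 at 900nM (2x) plus Transcreener GDP mix added; fluorescence polarization (620/688 nm) read before and after 90 min at 30 °C.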
# mIDH1 inhibitor = blocks human mutant IDH1 R132H enzyme. 390,000 compounds, 0.093% hits. Potency, µM (series often up to 76.6 µM), for inactives: top-dose activity change, negative = inhibition, hits mostly inhibitors. O75874. IDH1-R132H enzyme, NADPH consumption, diaphorase/resazurin fluorescence; note: potency is the fitted concentration of half-maximal effect; % is set by controls: 0 for no effect and ±100 for the full control effect; nearly all actives have a fitted effect of over 65% in size
#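 IDH1-R132H (0.5 ug/mL) preincubated 30 min with compound, then NADPH (0.016 mM) and alpha-KG (2 mM) added; 80 min at RT, pH 7.5. Remaining NADPH coupled via diaphorase/resazurin to fluorescence (540/590 nm); concentration-response curves normalized to no-enzyme control.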
# Vif-APOBEC3G blk = blocks the Vif interaction with human APOBEC3G | Q9HC16 | HeLa A3G-eYFP + Vif (tagged APOBEC3G with the HIV-1 protein that degrades it), YFP fluorescence, overnight | Potency, µM (series often up to 46.1 µM), without a hit: at the top dose activity, negative = active, actives largely listed as inhibitors | 410,000 compounds, 0.076% hits | AID 602310;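 note: potency is the fitted concentration of half-maximal effect; % is set by controls: 0 for no effect and ±100 for the full control effect; nearly all actives have a fitted effect of over 60% in size; hits raise eYFP signal because A3G escapes Vif-driven loss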
# Target sequence (Q9HC16 whole entry, looked up): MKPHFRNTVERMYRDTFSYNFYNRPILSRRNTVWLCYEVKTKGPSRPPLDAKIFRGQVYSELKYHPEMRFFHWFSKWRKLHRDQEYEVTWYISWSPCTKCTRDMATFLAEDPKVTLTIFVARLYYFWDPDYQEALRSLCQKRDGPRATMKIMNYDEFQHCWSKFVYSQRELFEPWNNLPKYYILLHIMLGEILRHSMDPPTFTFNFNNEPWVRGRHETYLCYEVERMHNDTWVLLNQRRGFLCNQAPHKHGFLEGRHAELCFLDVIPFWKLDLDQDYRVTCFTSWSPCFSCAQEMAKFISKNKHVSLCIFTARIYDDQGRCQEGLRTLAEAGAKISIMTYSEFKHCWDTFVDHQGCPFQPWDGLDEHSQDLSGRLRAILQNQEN
#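 Read-out is eYFP fluorescence (Ex 488/Em 500-530) from Vif-expressing HeLa A3G-eYFP cells; more signal means A3G escaped Vif-mediated degradation. Cells plated overnight, compound pinned in, incubated overnight at 37 deg C.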
# TrxR1 substrate = substrates of rat thioredoxin reductase 1. O89049. purified TrxR1 substrate turnover, NADPH consumption readout. Potency, µM (doses to about 114 µM), inactives show at the top dose activity change, negative = substrate turnover. 390,000 compounds, 0.01% hits; note: potency is the fitted concentration of half-maximal effect; % is set by controls: 0 for no effect and ±100 for the full control effect; nearly all actives have a fitted effect of over 50% in size
#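 Rat TrxR1, dispensed at 90 nM, was prereduced with 400 uM NADPH (final) for 5 min at ~22 deg C, then incubated with compound 15 min before 400 uM selenite. A first-read NADPH fluorescence drop versus no-compound background flagged substrates.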
# Active calls of the source: *; ? = inconclusive; / = not tested or not shown; & = joins results of further samples; [ ] = dose if it differs, or a comment. Unless noted, calls come from the whole dose curve; as a rule, active = well fitted curve in the direction sought with a large enough effect; inconclusive = small, poorly fitted or top-dose-only effect, or another doubt; inactive = no such curve, though single readings can be large; an effect the other way counts as inactive or inconclusive. Only part of the results is shown (hit frequency here may not be typical).
structure	Glioma ERSR ind	USP1-UAF1 inh	rTrxR1 inhibitor	Vif-APOBEC3F blk	LDHA block	RGS4 inh	mIDH1 inhibitor	Vif-APOBEC3G blk	TrxR1 substrate
CC1=CC2=NC(=O)CC(C)(C(=O)N(CC(=O)NC3CCCC3)c3ccccc3C)N2C=C1 (stereo not given)	-4%	-16%	-17%	-2%	-2	1%[11.4 µM]	0%	1%	121%[activator]
c1cnc2c(SCc3ccc(-c4nnco4)cc3)cccc2c1	10%	-7%	13%	-2%	-2	?	8%	-10%	17%[57.1 µM]
Cc1nn(S(=O)(=O)c2ccc(C(C)(C)C)cc2)c(C)c1S(=O)(=O)N1CCC(C)CC1	2%	-13%	11%[57.1 µM]	-9%	2	-49%	17%	0%	1%[57.1 µM]
CCOCCCNC(=O)C1CCCCN1S(=O)(=O)c1ccc(F)cc1 (stereo not given)	-1%	-3%	2%	-3%	-14	-25%	1%	1%	0%
CC(=O)N1c2ccc(S(=O)(=O)N3CCCCC3)cc2CC1C(=O)NCc1ccccc1C (stereo not given)	-1%	-20%	15%	-8%	-1	-9%	5%	0%	1%
Nc1nc(NCCc2ccccc2)nc(NCc2ccccc2)c1[N+](=O)[O-]	-4%	-11%	-12%	?	1	5%	-14%	3%	-16%
O=C(CN1CCN(Cc2ccccc2)CC1)N/N=C/c1c[nH]c2ccccc12	3%	-12%	-21%	10%	-10	-32%	2%	1%	-12%
COc1ccc(OC)c(S(=O)(=O)N2Cc3ccccc3CC2C(=O)Nc2ccc(C(C)=O)cc2)c1 (stereo not given)	/	-12%	35%[activator]	/	0	-34%	/	/	12%
O=C(N/C(=C/c1cccc(Br)c1)C(=O)N1CCCCC1)c1ccco1	-3%	-26%	/	3%	-2	/	4%	-4%	/
COc1ccc(CNC(=O)CCNC(=O)c2ccc(C(C)(C)C)cc2)cc1OC	-2%	-9%	-1%	1%	4	7%	6%	1%	-6%
CCN(CC)S(=O)(=O)c1ccc(N2CCOCC2)c(NC(=O)c2cc(C)cc(C)c2)c1	-5%	-5%	-3%[57.1 µM]	2%	-1	-3%	17%	0%	3%[57.1 µM]
CCOC(=O)N1CCN(c2ccncc2S(=O)(=O)N2CCCCC2)CC1	-4%	-15%	8%[57.1 µM]	-4%	-6	-11%	7%	-5%	7%[57.1 µM]
CCC1CCCCN1C(=O)Cn1c(=O)n(CC2CCC(C(=O)NC)CC2)c(=O)c2sccc21 (stereo not given)	-3%	-21%	14%[57.1 µM]	0%	-3	-10%	0%	-3%	7%[57.1 µM]
Cc1c(Cl)cccc1NC(=S)NCCc1ccc(F)cc1	1%	?	11%[57.1 µM]	?	-3	-2%	5%	2%	7%[57.1 µM]
COc1ccc(OC)c(NC(=O)c2cc3c(=O)n4cccc(C)c4nc3n2C)c1	-2%	-5%	22%	-34%	-8	-9%	-11%	-13%	3%
CCOc1ncccc1-c1nc(-c2cccs2)no1	4%	-15%	7%	-11%	5	13%	4%	-13%	-3%
COc1cccc(/C=N/N2CCN(c3ccc(Cl)cc3)CC2)c1OC	-7%	-21%	21%	0%	-2	4%	-4%	1%	-1%
CCOC(=O)N1CCN(C(=O)C2CC(c3cc(OC)ccc3OC)=NO2)CC1 (stereo not given)	-4%	-7%	14%	-18%	-5	5%	0%	0%	19%
O=C(O)c1ccc(CNCc2cccc(OCc3ccc(F)cc3)c2)cc1	-3%	-18%	-8%	0%	-10	26%	-10%	1%	-8%
Cc1ccccc1NC(=O)CCC(=O)OCC(=O)c1cccc([N+](=O)[O-])c1	-3%	-9%	-13%	-1%	-3	9%	1%	0%	-4%[57.1 µM]

structure	Glioma ERSR ind	USP1-UAF1 inh	rTrxR1 inhibitor	Vif-APOBEC3F blk	LDHA block	RGS4 inh	mIDH1 inhibitor	Vif-APOBEC3G blk	TrxR1 substrate
COCCCn1c(Cc2csc(Nc3ccc(F)cc3)n2)nnc1SCC(N)=O	-2%	-14%	4%	1%	-1	4%	1%	-2%	3%
O=C(CN(Cc1ccc2c(c1)OCO2)C(=O)CSc1nc2ccccc2o1)NC1CCCCC1	-1%	-17%	-3%	-2%	-7	-10%	0%	-6%	1%
Cc1ccc(S(=O)(=O)Nc2ccccc2C(=O)N2CCOCC2)cc1	-2%	-23%	32%[activator]	0%	4	-16%	13%	-6%	14%
COc1ccccc1NC(=O)c1nn(-c2ccc(F)c(F)c2)ccc1=O	-2%	1%	10%[57.1 µM]	-9%	-4	33%	-2%	2%	-2%
Cc1nnc(NC(=O)CSc2ccc(-c3cccnc3)nn2)s1	-9%	-24%	16%	10%	-6	-1%	-3%	2%	0%
CCc1ccc(NC(=O)C(C)Nc2ccc(S(=O)(=O)NC(C)=O)cc2)cc1 (stereo not given)	0%	-9%	-10%	-6%	-4	?	-1%	-6%	-1%
N#CC1=C(N)Oc2cc(N)ccc2C1c1ccc(Cl)cc1 (stereo not given)	-3%	-26%	20%	-10%	0	-23%	0%	-27%	5%
CC[C@@]1(c2cccc(C)c2)C(=O)N(C(=O)OC)N1C(=O)OC	11%	-29%	2µM*	3%	-8	-17%	-1%	0%	4%
Cc1c(C)c2ccc(OCC(=O)NCCCN3CCCC3=O)cc2oc1=O	-2%	-13%	7%	-4%	-7&9	18%	3%	1%	-7%
COC(=O)c1ccc(-c2nc(O)c3cnccn23)cc1	-1%	-16%	-25%	6%	-1	9%	2%	2%	-5%
CC(C)CCn1cnc2c1c(=O)n(CC(=O)NC(N)=O)c(=O)n2Cc1ccccc1	-6%	-22%	9%	-8%	-13	1%	-19%	0%	5%
COc1ccc2cc(CCNC(=O)c3ccc(S(=O)(=O)N4CCCC4)cc3)c(=O)[nH]c2c1	-3%	-13%	-7%	12%	3	-9%	9%	0%	-5%
COc1ccc([C@H]2C[C@@H](n3cc(COC(=O)c4ccccc4)nn3)[C@H](O)CN2C(=O)c2cccs2)cc1	-3%	-16%	/	3%	-8	/	-9%	-2%	/
Cc1ccc(NC(=O)C2CC=CCC2C(=O)N2CCCCC2)cc1 (stereo not given)	1%	-14%	6%	8%	-3	-28%	0%	-1%	-4%
O=C(Cn1cnc2ccccc2c1=O)N1CCN(c2ccccc2)CC1	-1%	-6%	17%	-7%	4	1%	4%	0%	5%
COc1cc(CC(=O)OCC(=O)N(C)C2CCCCC2)cc(OC)c1OC	-6%	-3%	-7%	-11%	0	-13%	4%	4%	-6%
CCN(C(=O)CSC1=Nc2ccccc2C2CC=NN12)C1CCS(=O)(=O)C1 (stereo not given)	-3%	-10%	-25%	-11%	-4	-22%	-2%	2%	-1%
CCOC(=O)c1cc(CNC(=O)c2c(C)oc3c2CCCC3)c(C)o1	2%	-3%	-30%	-3%	5	-5%	0%	5%	-4%
CC1CN(Cc2nc3c(c(=O)n(C)c(=O)n3C)n2CC(=O)c2ccccc2)CC(C)O1 (stereo not given)	-3%	4%	15%[57.1 µM]	0%	-2	21%	5%	2%	5%[57.1 µM]
COc1cccc(CSc2nc(-c3ccccc3OC)nc3c2Cc2c(CO)cnc(C)c2O3)c1	-2%	-18%	6%	-8%	6	-18%	-22%	-5%	0%

structure	Glioma ERSR ind	USP1-UAF1 inh	rTrxR1 inhibitor	Vif-APOBEC3F blk	LDHA block	RGS4 inh	mIDH1 inhibitor	Vif-APOBEC3G blk	TrxR1 substrate
CCc1nc(SCC(=O)N2CCCCCC2)c2c(=O)n(C)c(=O)n(C)c2n1	-3%	-12%	-12%	1%	-5	23%	-9%	-5%	-9%
CCOc1ccc(N(CC(=O)Nc2cc(Cl)ccc2C)S(C)(=O)=O)cc1	-5%	-21%	30%	-11%	-3	10%	-8%	?	-2%
Cc1ccc(-c2noc(CNC(=O)c3ccc(Br)o3)n2)cc1	1%	-1%	7%	9%	0	9%	0%	1%	1%
Cc1ccc(S(=O)(=O)CCSc2ccc(C(F)(F)F)cn2)cc1	-1%	-7%	27%	0%	-3	5%	0%	0%	3%
Cc1ccc(NC(=O)CN(C)C(=O)c2cc(-c3ccco3)nc3ccccc23)cc1	0%	-7%	?	-22%	3	?	-4%	-3%	89%[activator][57.1 µM]
CCc1cc2cc(C)cc(C)c2nc1SCC(=O)N1CCCC1	-3%	-27%	-6%	4%	2	3%	-2%	2%	-8%
CCOc1cc(/C=N/NC(=O)c2cccs2)cc([N+](=O)[O-])c1O	7%	-5%	10%[57.1 µM]	10%	-13	-34%	4%	-4%	-6%[57.1 µM]
O=C(c1ccc(COc2ccccc2Cl)o1)N1CCCC1	10%	-13%	-6%	2%	0	3%	3%	2%	4%
COc1ccc(CCNS(=O)(=O)c2ccc(Br)cc2)cc1OC	-1%	4%	-5%	-7%	-3	3%	-3%	-1%	-3%
Cc1ccc(NC(=O)/C(C#N)=C/c2cn(CC(=O)NCc3ccco3)c3ccccc23)cc1C	-3%	-24%	-8%	?	-4	-37%	4%	-12%	5%[57.1 µM]
O=C1CCc2cccc(O)c2N1	-5%	-25%	4%[11.4 µM]	1%	23	-36%	2%	0%	9%[57.1 µM]

# Source: PubChem BioAssay (National Center for Advancing Translational Sciences (NCATS))
